All columns: NCI-60 one-dose screen, growth in % after 48 h at 10 µM unless noted; 100 = growth as untreated, 0 = no growth, -100 = all killed.
SK-OV-3 – SK-OV-3 ovarian cancer cells | hit rate 3.2% among 80,000 | AID 1794785
NCI/ADR-RES – NCI/ADR-RES ovarian cells. hit rate 4.4% among 81,000
NCI-H322M – NCI-H322M lung cancer; hit rate 2.7% among 80,000
NCI-H23 – NCI-H23 lung cancer | hit rate 4% among 80,000 | AID 1794731
NCI-H460 – NCI-H460 lung cancer; AID 1794736; hit rate 6.8% among 82,000
NCI-H522 – NCI-H522 lung cancer; hit rate 8% among 78,000; AID 1794739
COLO 205 – COLO 205 colon cancer; hit rate 7.3% among 79,000; AID 1794742
NCI-H226 – NCI-H226 lung cancer | hit rate 3.5% among 79,000
IGROV1 – IGROV1 ovarian cancer. hit rate 4.7% among 79,000
* = called active by the depositor; nt = not tested or not shown; & = joins results of further samples. How the source made its calls: active means growth percent below 10; inactive means the rest.

Preview, 6 compounds:
Values run as follows: SK-OV-3, NCI/ADR-RES, NCI-H322M, NCI-H23, NCI-H460, NCI-H522, COLO 205, NCI-H226, IGROV1
CC(Cc1ccco1)C(=O)NC(N)=O (centres undefined)
 : 120, 104, 99, 97, 107, 97, 120, 96, 108
O=c1c2ccccc2nnn1-c1ccccc1[N+](=O)[O-]
 : 101, 105, 123, 97, 104, 93, 100, 112, 109
Cn1cc(-c2cc3ncnc(Nc4ccc(CC(=O)Nc5ccc6c(c5)OCCO6)cc4)c3s2)cn1
 : 125, 98, 75, 86, 82, 69, 45, 81, 54
O=c1oc2ccc(Br)cc2c(=O)n1-c1ccc(F)cc1F
 : -11*, 5.4*, 7.6*, 4.9*, 5.9*, -6.2*, 85, nt, 19
CCOC(=O)Nc1c(Cl)n(C)c(=O)n(C)c1=O
 : 106, 108, 101, 106, 108, 104, 136, 102, 92
COc1cc(NC(=O)CCSc2nc3ccc(Cl)cc3c(=O)n2Cc2ccccc2)cc(OC)c1OC
 : 82, 84, 83, 94, 82, -9.2*, 107, 31, 101

All compounds of this part, previewed entries included:
Values run as follows: SK-OV-3, NCI/ADR-RES, NCI-H322M, NCI-H23, NCI-H460, NCI-H522, COLO 205, NCI-H226, IGROV1
CC(Cc1ccco1)C(=O)NC(N)=O (centres undefined)
 : 120, 104, 99, 97, 107, 97, 120, 96, 108
O=c1c2ccccc2nnn1-c1ccccc1[N+](=O)[O-]
 : 101, 105, 123, 97, 104, 93, 100, 112, 109
Cn1cc(-c2cc3ncnc(Nc4ccc(CC(=O)Nc5ccc6c(c5)OCCO6)cc4)c3s2)cn1
 : 125, 98, 75, 86, 82, 69, 45, 81, 54
O=c1oc2ccc(Br)cc2c(=O)n1-c1ccc(F)cc1F
 : -11*, 5.4*, 7.6*, 4.9*, 5.9*, -6.2*, 85, nt, 19
CCOC(=O)Nc1c(Cl)n(C)c(=O)n(C)c1=O
 : 106, 108, 101, 106, 108, 104, 136, 102, 92
COc1cc(NC(=O)CCSc2nc3ccc(Cl)cc3c(=O)n2Cc2ccccc2)cc(OC)c1OC
 : 82, 84, 83, 94, 82, -9.2*, 107, 31, 101
CCOC(=O)n1ccn(C)c1=S
 : 85, 107, 89, 107, 113, 85, 32, 109, 110
COc1cc(/C=N/NC(=O)c2ccc(S(N)(=O)=O)cc2)ccc1O
 : 101, 95, 89, 97, 103, 98, 106, 96, 98
CN(C)NC(=O)Nc1ccccc1
 : 102, 99, 99, 99, 104, 94, 106, 100, nt
O=C(Cc1ccc(/C=C/C(=O)c2ncccn2)cc1)Nc1ccc(F)cc1
 : 115, 101, 82, 98, 100, 90, 106, 102, 94
Oc1cccc(C(F)(F)F)c1
 : 109, 116, 100, 110, 114, 87, 114, 101, 107
COC12C=C/C(=C(/C(=O)OCc3csc(SC)n3)C(=O)CCCCCCCCC3(OC)C=C/C(=C(/C(=O)OCc4cnc(SC)s4)C(=O)CCCCCCCC1)O3)O2 (centres undefined)
 : 88, 81, 47, 16, 27, 24, 26, 12, 21
Nc1nc(N)nc(NCCN(CCCB(O)O)CCNc2nc(N)nc(N)n2)n1
 : 107, 106, 111, 108, 101, 105, 111, 109, 101
CN1CCc2c(c3cccc4c3n2CCc2ccccc2-4)C1
 : 96, 85, 87, 84, 92, 88, 89, 80, 91
COc1ccc2cc(C(C)=O)c3ccccc3c2c1
 : 114, 95, 90, 89, 105, 106, 111, 83, 97
COc1cc(-c2nnc(SC)n2-c2ccccc2)c(O)c2ccccc12
 : 107, 82, 93, 83, 98, 104, 103, 92, 107
Cc1nc(Cl)nc(Cl)c1COS(C)(=O)=O
 : 101, 109, nt, 101, 103, 96, 105, 99, nt
O=C(N/N=C/c1ccc([N+](=O)[O-])o1)c1[nH]c2ccc(Br)cc2c1-c1ccccc1
 : 30, 19, 41, nt, -31*, -26*, 5.5*, 16, 16
Cc1ccc(N=C=Nc2ccc(C)cc2)cc1
 : 112, 121, 117, 112, 124, 109, 119, 108, 113
CN1c2ccccc2SC2C(c3ccccc3)=NOC21 (centres undefined)
 : 86, 109, 102, 97, 110, 88, 99, 102, 98
Clc1ccc(/C=N/N=C(/c2ccccc2)c2ccc3nc(-c4ccc(Cl)cc4)[nH]c3c2)cc1
 : 107, 96, 98, 97, 103, 85, 95, 92, 111
N#CC(=O)Nc1cccc(Cl)c1
 : 101, 110, 106, 103, 104, 104, nt, 102, 98
Cc1nn(-c2ccccc2)c(Cl)c1C1CC(=O)CC(c2c(C)nn(-c3ccccc3)c2Cl)N1 (centres undefined)
 : 94, 88, 100, 92, 109, 77, 123, 120, 107
Cc1ccc(Sc2ccccc2N)cc1
 : 95, 84, 105, 72, 41, 71, 97, 106, 76
CC1=CC(c2ccc(Cl)cc2)N2N=C(C)SC2=N1 (centres undefined)
 : 104, 107, 117, 104, 104, 114, 113, 107, 104
O=C(CN1C(=O)/C(=C/c2ccccc2Cl)SC1=S)N1CCOCC1
 : 124, 96, 95, 98, 107, -75*, 100, 78, 107
C=C(C)[C@@H]1CC[C@]2(COCCCNCCCN)CC[C@]3(C)[C@H](CC[C@@H]4[C@@]5(C)CC[C@H](O)C(C)(C)[C@@H]5CC[C@]43C)[C@@H]12
 : 105, -66*, -90*, -65*, -77*, -55*, -66*, 4.4*, -83*
S=C1NCCCN1
 : 108, 113, 120, 114, 117, 105, 111, 101, 139
CCOC(=O)C(CCC(C(=O)OCC)(C(=O)OCC)c1ccccc1)(C(=O)OCC)c1ccccc1
 : 98, 92, 106, 101, 107, 101, 117, 96, 93
Cn1cc(-c2ccc3occ(-c4cccc(-c5ccncc5)c4)c3n2)cn1
 : 32, 4.8*, 34, 19, 13, -19*, 15, 34, 16
COc1ccc(Cc2nnc3sc(SCC(=O)c4ccc(Cl)cc4)nn23)cc1
 : 89, 95, 94, 89, 107, 82, 102, 98, 107
Cc1nn(-c2ccc(Cl)cc2)c(=O)n1CCOc1ccccc1Cl
 : 93, 90, 111, 92, 87, 116, 101, 103, 117
O=C(/C=C/c1cccc(Cl)c1)c1cccc(OCCCCOc2cccc(C(=O)/C=C/c3cccc(Cl)c3)c2)c1
 : 113, 100, 92, 89, 99, 89, 76, 100, 89
N#Cc1c(NN)n(C2OC(CO)C(O)C2O)c2ncnc(N)c12 (centres undefined)
 : 2.1*, 6.9*, -20*, 2.9*, -13*, -57*, -33*, 26, -66*
CC(=O)[C@@H]1CC[C@]2(C#N)CC[C@]3(C)[C@H](CC[C@@H]4[C@@]5(C)CCC(=O)NC(C)(C)[C@@H]5CC[C@]43C)[C@@H]12
 : 104, 99, 94, 99, 100, 93, 99, 94, 114
CC(C)C(C)/C=C\C(C)C1CCC2C3=CC=C4CC(O)CCC4(C)C3CCC21C (centres undefined)
 : 102, 104, 100, 97, 103, 86, 98, 101, 81
O=C(N/N=C/C=C\c1ccccc1)C(=O)N/N=C/C=C/c1ccccc1
 : 111, 110, 123, 103, 117, 124, 122, 111, 106
Cc1ccc(C(=O)Cc2ccccc2)c(O)c1
 : 127, 108, 78, 101, 111, nt, 109, 102, 107
CNC(=O)OCN1C(=O)C2CC=CCC2C1=O (centres undefined)
 : 103, 111, 114, 103, 114, nt, 104, 109, 115
COc1ccc(-c2c(-c3ccc(F)cc3)[nH]c3[nH]c(=O)[nH]c(=O)c23)cc1
 : 116, 103, nt, 98, 103, 99, 111, nt, 110
S=c1[nH]c2cc(Cl)ccc2o1
 : 108, 106, 107, 104, 100, 102, 110, 104, 118
COc1cc(C2CC(c3ccc(C)cc3)=NN2C=O)ccc1OCCN(C)C (centres undefined)
 : 96, 91, 94, 106, 99, nt, 96, 86, 101
CCC(OC(C)=O)c1ccccc1 (centres undefined)
 : 93, 105, 100, 108, 107, 95, 105, 101, 113
CCOC(=O)Cc1ccc(N)cc1
 : 111&116, 113, 109&96, 107&104, 116&108, 108&90, 115&120, 117&106, 119&104
O=[N+]([O-])c1ccc(SSc2ccc([N+](=O)[O-])cc2Cl)c(Cl)c1
 : 104, nt, 98, 89, 92, 85, 127, 87, 70
Cc1nc(CF)cc(=O)[nH]1
 : 94, 109, 98, 102, 104, 85, 100, 89, 111
O/N=C1\CCC2CCCCC2C1 (centres undefined)
 : 105, 109, 106, 103, 103, 93, 114, 103, 105
CN(C)c1ccc(/C=N/NC(=O)c2cccc3ccccc23)c(Cl)c1
 : 17, -9.4*, 58, 1.3*, 19, 23, 20, 61, 46
O=c1[nH]nc(-c2cc(Cl)ccc2I)c(=O)[nH]1
 : 100, 101, 86, 93, 123, 91, 101, nt, 77
CCCC(=O)NC(c1cccnc1)c1cc(C(C)(C)C)c2cccnc2c1O (centres undefined)
 : 7.4*, 21, 34, nt, 3.6*, 7.2*, 20, 13, 6.3*
CN(C)CC1(C)CC(=O)C(Br)C(C)(C)C1 (centres undefined)
 : 107, 99, 100, 102, 106, 97, 116, 98, 98
O=S(=O)(Nc1ccc(Cl)nn1)c1ccc(NC(=S)Nc2ccc(S(=O)(=O)Nc3ccc(Cl)nn3)cc2)cc1
 : 111, 102, 107, 99, 107, 95, 117, 94, 100
CN(/C(N)=N/N=C(\c1ccccc1)c1ccccn1)C1CCCCC1
 : 112, 103, 98, 97, 103, 100, 108, 101, 104
O=C(O)c1cccnc1Sc1nc2ccc(Cl)cc2c(=O)n1Cc1ccccc1
 : 106, 93, 97, 97, 104, 87, 118, 82, 85
COc1ccc(CN2C(=O)/C(=C\C(=O)c3ccc(OCCN4CCCCC4)cc3)c3ccccc32)cc1
 : 107, 83, 91, 74, 95, 26, 77, 90, 69
CCc1[nH]nc(-c2n[nH]c(CC)c2C)c1C
 : 109, 104, 102, 100, 106, 92, 113, 102, 109
ClC[C@H]1C[C@@H]2C[C@@H]1[C@H]1O[C@@H]21
 : 96, 109, 91, 110, 99, 98, 107, 102, 106
CCCSc1nnc(-c2ccc(-c3ccccc3)nc2C)o1
 : 108, 102, 106, 102, 103, 97, 110, 100, 104
CC(=O)CSc1nc2nccnc2[nH]1
 : 107, 107, 124, 106, 111, 118, 116, nt, 118
Cc1ccc(-c2cc(-c3nnc(/C=C/c4ccc5c(c4)OCO5)o3)[nH]n2)cc1C
 : 102, 100, 88, 89, 109, 99, 112, 99, 76

(next part)
Values run as follows: SK-OV-3, NCI/ADR-RES, NCI-H322M, NCI-H23, NCI-H460, NCI-H522, COLO 205, NCI-H226, IGROV1
CCNC(=O)[C@H](O)[C@H](Cc1ccccc1)N(Cc1ccccc1)Cc1ccccc1
 : 90, 79, 94, 93, 95, 70, 103, 91, 85
COc1cc(C#N)c(OC)c2c1OCO2
 : 104, 112, 149, 102, 112, 90, 111, 112, 145
CN(C)C1CCN(C(=O)c2ccc(NC(=O)Nc3ccc(-c4nc(N5CCOCC5)c5cccn5n4)cc3)cc2)CC1
 : -31*, 85, -9.3*, 16, 6.5*, 15, -3.3*, -7.8*, -26*
CC(C)(C)c1ccc(O)c(Cc2cc(C(C)(C)C)ccc2O)c1
 : 102, 100, 102, 95, 104, 87, 110, 90, 101
CSCC[C@H](NC(=O)CSc1nnc(-c2ccc(NC(=O)c3cccnc3)cc2)o1)C(=O)O
 : 110, 110, 119, 101, 103, 98, 115, 110, 107
CC1(C)CC(=O)NC1=O
 : 104, 103, 94, 97, 108, 97, 113, 100, 110
Nc1nc(-c2ccccc2Cl)cc(-c2ccc(Cl)cc2Cl)n1
 : 93, 80, 89, 75, 50, 68, 65, 88, 75
CC(C)(C)c1ccncc1
 : 113, 99, 126, 101, 103, 100, 101, 97, 112
C/C=C1/CN(CCCCC)CC[C@H]1C(=O)c1cc2ccccc2[nH]1
 : 83, 94, 87, 85, 97, 88, 99, 93, 99
O=C(N/N=C1\c2ccccc2-c2cccc(C(=O)O)c21)c1ccc(O)cc1
 : 101, 100, 86, 98, 97, 87, 107, 90, 98
Cc1ccc(C(Cc2ccccc2)NCC(C)O)cc1 (centres undefined)
 : 74, 101, 98, 100, 101, 61, 80, 103, 102
CCCN(CCC)S(=O)(=O)c1ccc(C(=O)Oc2ccccc2C(=O)O)cc1
 : 113, 103, 111, 100, 109, 96, 111, 95, 113
COC(=O)N1CCN(c2ccc(C)cc2)CC1
 : 122, 109, 105, 108, 101, 115, 122, 142, 112
c1ccc(N=Nc2ccc(C3=NCCO3)cc2)cc1
 : 94, 103, 96, 92, 100, 79, 104, 94, 94
COc1ccc2cc3[n+](cc2c1OC)CCc1cc2c(cc1-3)OCO2
 : 104&88, 101&99, 99&96, 50&43, 89&76, 53&69, 68&60, 79&74, 75&84

Screening results from PubChem BioAssay.

Rows were taken by chance; about 11% have a hit in one of these screens.
